Bioassay records as filed in PubChem.
Giardia killer = Small Molecules that selectively kill Giardia lamblia: qHTS. Giardia lamblia trophozoite viability. activity change, % at 7.66 µM, hits read low. 0.15% of 340,000 active. AID 540267, 2011; in the data active = activity change below about -80%; inconclusive = between about -30% and that limit;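 note: parasites exposed to compound for two days anaerobically before the ATP read; % is set by controls: 0 for no effect and ±100 for the full control effect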
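Killing of trophozoites was scored by loss of ATP luminescence after a 48 hrs anaerobic exposure to compounds at 37 deg C, using 100 cells per well.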
Tb PFK block = qHTS Assay to Find Inhibitors of T. brucei phosphofructokinase. ATP-dependent 6-phosphofructokinase (Trypanosoma brucei brucei), O15648. T. brucei PFK, ADP-Glo luminescence. Potency, µM (titrated, usually from 57.5 µM), for inactives: at the highest dose activity, negative = inhibition, hits mostly inhibitors. 0.17% of 330,000 active;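 note: potency is the fitted concentration of half-maximal effect; 0% = uninhibited 1x PFK enzyme wells and -100% = no-enzyme wells; nearly all actives have a fitted effect of over 60% in size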
Target sequence (O15648 whole entry, looked up): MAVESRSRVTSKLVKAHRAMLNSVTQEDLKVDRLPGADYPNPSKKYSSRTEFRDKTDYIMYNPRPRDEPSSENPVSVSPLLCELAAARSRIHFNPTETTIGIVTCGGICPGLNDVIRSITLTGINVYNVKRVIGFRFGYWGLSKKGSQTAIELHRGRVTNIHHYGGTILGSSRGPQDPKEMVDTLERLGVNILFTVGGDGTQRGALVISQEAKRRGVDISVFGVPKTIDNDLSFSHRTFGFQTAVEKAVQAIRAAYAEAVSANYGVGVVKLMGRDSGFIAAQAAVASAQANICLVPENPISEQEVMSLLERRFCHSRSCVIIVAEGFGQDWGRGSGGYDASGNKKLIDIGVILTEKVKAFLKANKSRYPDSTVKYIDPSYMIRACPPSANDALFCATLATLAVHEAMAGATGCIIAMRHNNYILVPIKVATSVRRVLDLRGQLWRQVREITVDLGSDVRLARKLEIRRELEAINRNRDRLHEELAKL
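Compounds were pin-transferred as a titration series up to 57 uM into substrate buffer (0.5 mM F6P, 0.1 mM ATP, pH 8.0), then 1.25 nM PFK was added and reactions ran 45 min before ADP-Glo detection.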
TCR activator = Activators of T cell receptors: qHTS campaign. 330,000 tested, under 10 active. Potency, µM (doses to about 9.22 µM), without a hit: at the top dose activation of IL-2 secretion, usual class: activators. primary human leukocytes, anti-CD3, IL-2 HTRF, 48 h; note: % of control where 0% means no effect
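Using a-CD3 beads without co-stimulation, primary human leukocytes were exposed to compounds for 48 hr. An HTRF IL-2 kit measured the cytokine, with europium-to-d2 energy transfer producing emission at 665nm upon 320nm excitation.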
A-T KAP1 phos = qHTS Assay for Identifying a Potential Treatment of Ataxia-Telangiectasia. […] A-T fibroblasts, KAP-1 phosphorylation AlphaLISA; neocarzinostatin DNA damage 30 min before lysis. Potency, µM (series often up to 57.5 µM), inactives show at the highest dose activation, hits mostly activators. 0.19% of 320,000 active. AID 485349, 2010; note: potency is the fitted concentration of half-maximal effect; % of control where 0% means no effect; nearly all actives have a fitted effect of over 45% in size
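ATM-like activity read as KAP-1 phosphorylation via AlphaLISA donor/acceptor antibody pairs after lysis and 6 hr at 25C. Cells were ATM-null patient fibroblasts ([…], hTERT), dosed 60 min, then exposed to the DSB inducer NCS for 30 min.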
TSHR antag = Antagonists of the Thyroid Stimulating Hormone Receptor: HTS campaign | TSHR-expressing cells, TSH-stimulated cAMP HTRF, 2 h; active compounds read low | activity change, negative = inhibition, % at 11.5 µM | 0.2% of 330,000 active;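 active = activity change below a set negative limit, meaning inhibition stronger than a set level, cut at about -70% in these data; inconclusive = activity change between two set negative limits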; note: % is set by controls: 0 for no effect and ±100 for the full control effect
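Read-out is FRET at 665 nm (cryptate excitation 337 nm) from a cryptate-tagged anti-cAMP antibody, competed by cell cAMP against cAMP-d2. Compounds are tested on freshly harvested TSHR cells challenged with 4nM TSH (EC80) for 2 hours at 37 deg C.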
GALK inh = qHTS Assay for Inhibitors of Human Galactokinase (GALK). Purified GALK, Kinase-Glo residual ATP luminescence. P51570. 0.007% of 270,000 active. Potency, µM (highest dose often 57.5 µM), for inactives: at the highest dose activity change, negative = inhibition, actives largely listed as inhibitors; note: potency is the fitted concentration of half-maximal effect; % is set by controls: 0 for no effect and ±100 for the full control effect
Target sequence (P51570 whole entry, looked up): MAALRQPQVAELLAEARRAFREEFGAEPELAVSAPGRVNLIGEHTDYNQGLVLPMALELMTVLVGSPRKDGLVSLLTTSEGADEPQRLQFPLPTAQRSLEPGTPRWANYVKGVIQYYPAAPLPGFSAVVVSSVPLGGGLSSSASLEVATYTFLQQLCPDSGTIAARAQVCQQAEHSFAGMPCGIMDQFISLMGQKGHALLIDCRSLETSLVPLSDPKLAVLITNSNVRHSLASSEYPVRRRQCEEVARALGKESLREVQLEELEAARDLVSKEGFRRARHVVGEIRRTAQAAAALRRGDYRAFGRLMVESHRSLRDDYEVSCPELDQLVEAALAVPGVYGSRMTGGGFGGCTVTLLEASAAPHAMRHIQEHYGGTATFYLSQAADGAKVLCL
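Luminescence from leftover ATP (Ultra-Glo luciferase/luciferin) served as read-out after a 1 h room-temperature reaction of 5 nM GALK with 35 uM ATP and 100 uM galactose.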
Coupling enz = qHTS Assay for Inhibitors of Fructose-1,6-bisphosphate Aldolase from Giardia Lamblia: Coupling assay counterscreen; coupling enzyme system counterscreen, AmpLite Red fluorescence; activity change, negative = inhibition, % at 58.2 µM, hits read low; 0.67% of 290,000 active; AID 2472, 2010; in the data active = activity change below about -30%; note: % is set by controls: 0 for no effect and ±100 for the full control effect
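Activity here indicates interference with the coupling reaction, not aldolase inhibition. Compounds at 57.5 uM final met coupling enzymes for 10 min at RT; substrate and AmpLite Red detection followed, with a 525/598 nm fluorescence read after 20 min.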
CXXC DNA block = qHTS Fluorescence Polarization Assay for Inhibitors of MLL CXXC domain - DNA interaction. Histone-lysine N-methyltransferase 2A (Homo sapiens), Q03164. MLL-CXXC / FITC-HOXA9 DNA fluorescence polarization. Potency, µM (highest dose often 115 µM), for inactives: top-dose activity change, negative = inhibition, usual class: inhibitors. 0.037% of 290,000 active; active = well fitted inhibition curve with a large enough effect in the polarisation, with a control signal flat, not every such curve was filed as active; inconclusive = small, poorly fitted or top-dose-only effect, or effect the other way, or a change in a side signal; inactive = no such curve, though single readings can be large or run the other way; the % refers to the polarisation; note: potency is the fitted concentration of half-maximal effect
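Purified MLL-CXXC (added from a 7 uM solution) was preincubated 5 min at ambient with pinned compounds in 50 mM Tris-HCl pH 7.5, 50 mM NaCl, 1 mM DTT, 0.05% BSA. Fluorescein-labeled HOX-A9 DNA (50 nM solution) followed, 30 min, then polarization read.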
hERG WT inh = qHTS for Inhibitors of KCHN2 3.1: Wildtype qHTS | 0.37% of 340,000 active | Voltage-gated inwardly rectifying potassium channel KCNH2 (Homo sapiens), Q12809 | AID 720551, 2013 | activity change, % at 1.84 µM | U2OS, BacMam KCNH2, thallium flux FluxOr; active compounds read low;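 active = maximum activity change below -70%; inconclusive = maximum activity change between -70% and -50%; inactive = maximum activity change above -50%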; note: % is set by controls: 0 for no effect and ±100 for the full control effect
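U2OS cells transduced with wild-type KCNH2 virus are loaded with FluxOr dye for 45 min, and thallium flux is measured in kinetic reads before and after stimulation buffer. Rate constants are normalized to DMSO controls.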
Chronic BCR inh = qHTS Assay to Find Inhibitors of Chronic Active B-Cell Receptor Signaling. ABC-DLBCL IkBa-CBG/CBR reporter, luminescence ratio, 4 h. Potency, µM (doses to about 46.1 µM), inactives show top-dose ratio change, negative = lower green/red ratio, most hits filed as inhibitors. 0.05% of 340,000 active; active = well fitted inhibition curve with a large enough effect in the signal ratio, with a control signal flat, not every such curve was filed as active; inconclusive = small, poorly fitted or top-dose-only effect, or effect the other way, or a change in a side signal; the % refers to the signal ratio;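 note: potency is the fitted concentration of half-maximal effect; plate controls were basal doxycycline-induced cells for no effect and cells given 10 µM MG132 for full effect; MG132 reads +100%, hits lower the ratio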
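Concentration-response series (up to 46 uM) were applied to TMD8 dual-reporter cells for 4 h at 37C with doxycycline. Green/red ratio, after filter-overlap correction, defined %Activity; red signal alone was normalised to basal cells and zero luminescence.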
* marks the source's active call; other numbers are inactive results; i = inactive; ? = inconclusive; . = not tested or not shown; [ ] = dose if it differs, or a comment. Unless noted, calls come from the whole dose curve; as a rule, active = well fitted curve in the direction sought with a large enough effect; inconclusive = small, poorly fitted or top-dose-only effect, or another doubt; inactive = no such curve, though single readings can be large; an effect the other way counts as inactive or inconclusive.

SMILES	Giardia killer	Tb PFK block	TCR activator	A-T KAP1 phos	TSHR antag	GALK inh	Coupling enz	CXXC DNA block	hERG WT inh	Chronic BCR inh
FC(F)(F)c1ccccc1NC(=S)NN=C1CCCCCC1	7	-3%	-10%	0%	-2	3%	1	6%	-6	?
CCCCC(=O)NC(NC(=O)CCCC)c1ccc(OCCC)c(OC)c1	17	7%	1%[46.1 µM]	17%	2	3%	2	5%	14	5%
CCOC(=O)c1sc(-c2ccccc2)cc1N	15	-3%	4%	-2%	5	-1%	-3	-1%	-10	?
O=C(NCc1cccnc1)NC1(c2ccccc2)CC1	2	-3%	4%	12%	-5	1%	2	-6%	5	7%
COc1ccc(-c2noc(CN(C)S(=O)(=O)c3ccc(C)cc3)n2)cc1	3	-4%	-2%	7%	-21	2%	-1	-2%	-16	?
COc1ccc(-c2nnc(SCCc3ccccc3)n2N)cc1	-15	-11%	-1%	2%	-5	0%	-1	1%	4	?
Cc1ccc2c(cnn2C(=O)CCC(=O)NC2CCCC2)c1	1	3%	1%	-7%	-1	.	0	.	10	0%
O=C(CC12CC3CC(CC(Br)(C3)C1)C2)NC1=NCCS1	-13	1%	1%	0%	-11	2%	-1	3%	-8	1%
CCOC(=O)CNC(=O)c1ccc2[nH]c3c(c2c1)CCCC3	15	3%	.	-3%	-1	1%	-1	0%	-20	5%
CCCN1Cc2cccc(C(=O)NCc3ccccc3)c2C1=O	-4	4%	1%	6%	-1	-2%	4	-1%	-13	-2%
COc1ccc(C(=O)c2nc3c(n2O)CCCCC3)cc1	22	3%	-5%	-6%	46	1%	0	-2%	-3	?
Nc1cc(=O)[nH]c(SCCSc2ccc(F)cc2)n1	14	-6%	-2%	3%	7	1%	3	11%	8	-1%
COC(=O)c1ccc(Cn2c(C)cc(C)[n+]2C)o1	-18	-4%	-3%	-3%	7	-4%	3	2%	3	?
O=C(OC1CSc2nc3ccccc3n2C1)c1ccco1 (stereo not given)	5	-20%	0%	1%	-9	6%	2	7%	-21	0%
CCOc1ccc(NC(=O)/C=C/c2ccccc2)c([N+](=O)[O-])c1	-1	0%	2%[46.1 µM]	1%	-13	-1%	0	12%	-11	?
C=CCn1c(SCC(=O)NC2CCCC2)nnc1-c1cccnc1	-2	0%	-5%	1%	2	5%	3	?	-7	0%
Cc1oc(-c2cccc(Cl)c2)nc1CS(=O)(=O)CC(=O)NC1CC1	-12	0%	0%	-1%	10	-3%	1	-19%	-19	11%
Cc1[nH][nH]c(=O)c1C(c1ccc(Br)cc1)c1c(C)[nH][nH]c1=O	-8	-4%	-2%	1%	8	-1%	-3	-21%	4	?
C=CCNC(=O)COC(=O)c1cccnc1Nc1ccccc1F	3	-2%	-6%	6%	-5	2%	1	1%	-2	5%
COC(=O)c1ccc(CN(c2ccccn2)S(=O)(=O)c2ccccc2)cc1	15	-6%	5%	7%	9	2%	7	-1%	3	-4%
Cc1ccc(-c2csc(Cc3nc(-c4ccc5c(c4)CCC(=O)N5)cs3)n2)cc1	-19	0%	8%	5%	1	1%	0	32%[activator]	-4	1%
CC(C)c1nc2oc3c(NCc4cccnc4)ncnc3c2c2c1CCC2	-2	-6%	0%	-4%	-4	-5%	0	4%	8	-3%
COCC(C)n1c(C)cc(C(=O)COC(=O)c2cccn2C)c1C (stereo not given)	16	1%	-161%	-9%	.	.	.	.	0	4%
Cc1ccc(-c2nn3c(C)nnc3s2)cc1NCc1c(F)cccc1Cl	-10	1%	2%	2%	-24	0%	1	12%	-10	-1%
O=C(CN1C(=O)c2ccccc2C1=O)NCC(=O)OCC(=O)c1ccc(Br)cc1	1	2%	-2%	-5%	-3	0%	3	-9%	0	4%

Complete entries as entered above:
Profile of CCCN1Cc2cccc(C(=O)NCc3ccccc3)c2C1=O = Giardia killer: -4; Tb PFK block: 4%; TCR activator: 1%; A-T KAP1 phos: 6%; TSHR antag: -1; GALK inh: -2%; Coupling enz: 4; CXXC DNA block: -1%; hERG WT inh: -13; Chronic BCR inh: -2%
Profile of O=C(NCc1cccnc1)NC1(c2ccccc2)CC1 = Giardia killer: 2; Tb PFK block: -3%; TCR activator: 4%; A-T KAP1 phos: 12%; TSHR antag: -5; GALK inh: 1%; Coupling enz: 2; CXXC DNA block: -6%; hERG WT inh: 5; Chronic BCR inh: 7%
Profile of FC(F)(F)c1ccccc1NC(=S)NN=C1CCCCCC1 = Giardia killer: 7; Tb PFK block: -3%; TCR activator: -10%; A-T KAP1 phos: 0%; TSHR antag: -2; GALK inh: 3%; Coupling enz: 1; CXXC DNA block: 6%; hERG WT inh: -6; Chronic BCR inh: ?

More structures follow.
SMILES	Giardia killer	Tb PFK block	TCR activator	A-T KAP1 phos	TSHR antag	GALK inh	Coupling enz	CXXC DNA block	hERG WT inh	Chronic BCR inh
COc1ccc2nc(C)cc(NCc3cccc(C(F)(F)F)c3)c2c1	9	0%	-5%	-2%	-16	5%	0	-5%	-13	-6%
O=C(Cn1cnc2ccccc21)Nc1cccc([N+](=O)[O-])c1	-4	-17%	-5%	-8%	-6	-1%	0	-6%	-20	1%
CCc1ccc(CNc2ccc3c(c2)ncn3CC)cc1	0	-16%	-4%	-3%	-2	.	-1	4%	.	3%
COc1cccc(NC(=O)CN(C)C(=O)CCC(=O)c2cc(C)sc2C)c1	13	-9%	-2%	5%	1	.	.	.	-1	-9%
COCCN(C(=O)c1ccc(N2C(=O)c3ccccc3C2=O)cc1)c1c(N)n(CC(C)C)c(=O)[nH]c1=O	15	0%	-5%	-5%	0	.	.	.	4	-7%
O=C(NCC1CCCO1)/C(=C\c1ccc(Cl)cc1)NC(=O)c1ccccc1 (stereo not given)	0	0%	1%	5%	14	-1%	2	9%	1	0%
O=C(Cc1c(O)c2ccccc2[nH]c1=O)NCc1ccc(F)cc1	-16	0%	0%	-5%	-4	-1%	0	3%	-3	?
CC(NC(=O)c1cccc(S(=O)(=O)N(C)C)c1)c1nc2ccccc2[nH]1 (stereo not given)	-20	-1%	.	12%	8	6%	-1	4%	-14	0%
Nn1c(SCC(=O)Nc2ccccc2Br)nnc1-c1ccco1	19	-3%	7%	-2%	-1	-2%	0	26%	8	3%
Cc1ccc(CNC(=O)CNS(=O)(=O)c2cccc3nsnc23)cc1	8	-3%	1%	0%	4	-2%	2	4%	-9	4%
O=C(c1ccc(-c2ccc(Cl)cc2)o1)N1CCN(S(=O)(=O)c2cccs2)CC1	3	-1%	12%	13%	-35	.	.	.	16	7%
O=C(O)CCNS(=O)(=O)c1ccccc1C(F)(F)F	-6	1%	19%	-3%	-2	-1%	8	9%	-8	5%
CCOc1ccc(CCNC(=O)c2cccnc2N2CCCC2)cc1OCC	-6	-1%	8%[46.1 µM]	-11%	4	-1%	0	-7%	-4	2%
COc1ccc([N+](=O)[O-])cc1NC(=S)NC(NC(C)=O)C(Cl)(Cl)Cl (stereo not given)	?	1%	-5%	-13%	-7	-4%	-10	-4%	-12	-2%
O=C(Nc1nnc(CCc2ccccc2)s1)c1cccs1	-14	5%	6%	4%	-7	17%	0	10%	-8	0%
CCc1ccccc1-n1c(-c2ccncc2)n[nH]c1=S	11	14%	6%	?	-4	4%	0	8%	-2	6%
Oc1ccc(-c2nnc(Nc3ccccc3)c3ccccc23)cc1	-3	1%	4%	0%	-10	-2%	0	10%	-4	?
Cc1sc2c(c1C)c(=O)n(-c1ccc(F)cc1)c(=O)n2CC(=O)NCc1ccco1	7	1%	0%	6%	8	0%	3	28%	-2	4%
CSc1nc(-c2ccccc2)cn1-c1ccc(NC(C)=O)cc1	-25	1%	1%	1%	0	-1%	0	-22%	i	?
O=C(COC(=O)C1CCN(S(=O)(=O)c2cccc3cccnc23)CC1)c1ccccc1	1	0%	0%[46.1 µM]	5%	10	.	-3	-7%	-1	5%
Cn1nc(-c2ccccc2)cc1NC(=O)CCCC(=O)O	15	2%	10%	-6%	-4	0%	8	-3%	-6	5%
Cc1nn(C)c(C)c1S(=O)(=O)Nc1ccc2c(c1)OCO2	-3	-2%	2%	-2%	-1	-1%	-1	8%	3	-4%
O=C(O)c1ccc(Nc2nc(-c3ccc([N+](=O)[O-])cc3)nc3ccccc23)cc1	-29	0%	9%	-6%	-20	.	-2	-3%	17	1%
O=C(CCN1C(=O)c2cccc3cccc(c23)C1=O)NCc1cccnc1	9	1%	3%	-1%	4	3%	2	1%	-17	2%
O=C(CCSCc1ccccc1F)NCCc1ccccc1	2	-3%	2%	1%	1	6%	2	7%	-5	?
